# DYRK1A inh: blocks rat Dyrk1A kinase activity; ADP-Glo luminescence, NFATc1 peptide; inhibition, % at 12.5 µM; Q63470; 310,000 compounds, 0.43% hits; in the data active = inhibition above about 50%;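 also: plate controls were vehicle with enzyme for no effect and no enzyme for full effect; many of its hits are not listed in these tables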
# GSK3 alpha inh: human GSK-3 alpha kinase inhibition | AID 2650 | 320,000 compounds, 0.1% hits | P49840 | ADP-Glo luminescence, 60 min | inhibition, % at 10 µM;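 in the data active = inhibition above about 50%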;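 also: GST-tagged GSK-3 alpha with peptide substrate and 25 µM ATP; 0% = DMSO neutral wells and 100% = GW8510 positive control wells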
# Target sequence (P49840 whole entry, looked up): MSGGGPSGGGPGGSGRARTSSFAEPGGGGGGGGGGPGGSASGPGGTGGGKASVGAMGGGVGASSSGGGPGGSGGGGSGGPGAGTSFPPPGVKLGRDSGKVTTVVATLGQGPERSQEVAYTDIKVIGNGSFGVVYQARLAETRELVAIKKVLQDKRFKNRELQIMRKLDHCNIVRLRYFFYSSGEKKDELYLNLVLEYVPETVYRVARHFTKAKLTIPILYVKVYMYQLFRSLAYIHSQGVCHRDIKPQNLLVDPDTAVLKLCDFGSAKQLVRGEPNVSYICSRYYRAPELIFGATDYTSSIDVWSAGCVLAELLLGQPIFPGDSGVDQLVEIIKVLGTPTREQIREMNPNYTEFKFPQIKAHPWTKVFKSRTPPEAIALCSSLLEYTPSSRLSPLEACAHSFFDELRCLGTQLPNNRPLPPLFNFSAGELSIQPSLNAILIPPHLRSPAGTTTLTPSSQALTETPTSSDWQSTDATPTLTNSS
# HDAC3 inhib: human HDAC3 inhibition | O15379 | recombinant HDAC3, fluorogenic peptide/trypsin coupled, fluorescence | inhibition, % at 8.3 µM | 320,000 compounds, 0.15% hits | AID 2718; in the data active = inhibition above about 26%, passing the limit was not always enough
# Target sequence (O15379 whole entry, looked up): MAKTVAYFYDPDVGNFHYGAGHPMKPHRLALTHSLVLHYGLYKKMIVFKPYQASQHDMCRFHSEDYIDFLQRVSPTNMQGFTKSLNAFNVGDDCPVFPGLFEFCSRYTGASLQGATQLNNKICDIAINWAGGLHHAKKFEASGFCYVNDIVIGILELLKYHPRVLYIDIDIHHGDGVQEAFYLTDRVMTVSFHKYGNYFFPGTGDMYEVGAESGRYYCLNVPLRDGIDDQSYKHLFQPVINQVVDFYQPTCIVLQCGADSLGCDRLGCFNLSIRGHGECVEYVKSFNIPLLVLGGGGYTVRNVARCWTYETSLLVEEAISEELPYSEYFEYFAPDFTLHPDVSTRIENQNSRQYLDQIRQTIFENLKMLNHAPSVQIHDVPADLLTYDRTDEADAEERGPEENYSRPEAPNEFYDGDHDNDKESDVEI
# The depositor's hits bear a star. Not all compounds are listed, so the mix of outcomes need not match the whole.
DYRK1A inh	GSK3 alpha inh	HDAC3 inhib	molecule
8	0	-5	O=C(COc1ccccc1Cl)NNC(=O)Cn1[nH]c(=O)c2ccccc2c1=O
6	1	2	CCN(CC(=O)NCc1cccs1)C(=O)c1ccc(S(=O)(=O)N(CC)c2ccccc2)cc1
-6	-4	-8	COc1ccc(COC(=O)c2ccc(S(=O)(=O)N3CCCCC3)cc2)cc1OC
9	22	7	Fc1ccc2cnc(-c3ccccc3)c(-c3cccc(C(F)(F)F)c3)c2c1
1	0	5	Cc1ccc(OC(C)C(=O)Nc2ccc(Cl)cn2)c([N+](=O)[O-])n1 (stereo unspecified)
-1	2	7	CCOc1ccccc1Nc1nnc(SCC(=O)N(C)C2CCS(=O)(=O)C2)s1 (stereo unspecified)
1	-2	7	Cc1ccc(S(=O)(=O)N2CCN(CCOc3cccc(C)c3)CC2)cc1
3	0	-8	CCCCn1c(N)c(N(CC)C(=O)c2ccco2)c(=O)[nH]c1=O
-3	-3	3	Cc1noc(C)c1COc1ccc(C(=O)Nc2nnc(CC(C)C)s2)cc1
0	-2	9	O=S(=O)(NCc1ccc(F)cc1)c1cc(Br)ccc1Br
4	-3	-3	CCOc1ccc(NC(=O)CN(C)C(=O)CCN2C(=O)C3CC=CCC3C2=O)cc1OCC (stereo unspecified)
7	-2	6	CCOc1ccccc1NC(=O)C1CCCCN1S(=O)(=O)c1ccccc1 (stereo unspecified)
13	1	1	C[C@@H](OC(=O)N(C)Cc1ccccc1)[C@H]1O[C@]2(C)CCCC[C@H]1O2
1	2	9	O=C(c1ccc(-c2cc(O)c3ncccc3c2)cc1)N1CCNCC1
2	-3	-1	CCOc1ccc(S(=O)(=O)N2CCN(C(=O)COc3ccc(Br)cc3)CC2)cc1
6	-1	0	O=C(CN1C(=O)NC2(CCCC2)C1=O)NCc1ccco1
13	2	8	CCC(CO)Oc1cc(NC(=O)c2ccccc2Cl)c2ncn(C(C)C)c2c1 (stereo unspecified)
2	3	9	COc1ccc(-c2sc3ccccc3c2-c2ccc(OCCN(C)C)cc2)cc1
1	-1	1	O=C(COC(=O)COc1ccccc1)Nc1ncc(Cl)cc1Cl
1	0	0	Cc1ccc(S(C)(=O)=O)cc1C(=O)Nc1cccc(S(=O)(=O)N2CCCCCC2)c1
17	1	1	C[C@@H]1COC(=O)[C@H](CC(=O)OC(C)(C)C)C/C=C\C[C@@H](CC(=O)N(CCO)Cc2ccccc2)C(=O)N1
-2	-4	4	O=C1NC[C@@H](c2ccccc2)OC(=O)[C@H](Cc2ccc(F)cc2)C/C=C\C[C@H]1CC(=O)N(CCO)Cc1ccccc1
-1	0	-5	COc1ccc(OC)c(/C=C/C(=O)OCC(=O)N2C(C)CCCC2C)c1 (stereo unspecified)
2	-1	3	CCCn1c(N)c(C(=O)CSc2nnc(C3CC3)n2Cc2ccccc2)c(=O)n(C)c1=O
-6	-7	-9	O=C1C=C(c2ccc(-c3ccccc3)c(F)c2)C[C@@H](c2ccc3c(c2)OCO3)C1
-5	1	-10	O=C(c1cnn(Cc2ccccc2)c1)N1CCN(S(=O)(=O)/C=C/c2ccccc2)CC1
-1	-5	0	Cc1cc(NC(=O)C(C)SCC(=O)N(C)Cc2c(F)cccc2Cl)no1 (stereo unspecified)
-1	1	4	CN(Cc1ccc(Cl)c(Cl)c1)C(=O)c1cccc(S(=O)(=O)N2CCN(Cc3ccccc3)CC2)c1
3	-2	4	C=CCN(Cc1ccc(Cl)s1)C(=O)c1cc(S(=O)(=O)N2CCOCC2)ccc1F
8	-3	5	CC(OC(=O)CCc1nc2ccccc2c(=O)[nH]1)C(=O)Nc1cccc(C(F)(F)F)c1 (stereo unspecified)
4	0	5	Cc1ccc2c(c1)C(=O)N1[C@H]3c4ccccc4OC[C@@H]3[C@H](c3ccccc3)[C@]1(C)C(=O)N2
-3	0	3	CCC1(CC)NC(=O)N(CC(=O)Nc2ccc(C)cc2C)C1=O
-7	-3	0	CC(C)NC(=O)N(C)C[C@H]1Oc2c(NC(=O)C3CC3)cccc2C(=O)N([C@H](C)CO)C[C@@H]1C
3	-1	-2	COCC(C)n1c(SCC(=O)N2CC(=O)Nc3ccccc32)nc2ccccc2c1=O (stereo unspecified)
-1	-1	0	COc1ccccc1-c1nn(-c2ccccc2)cc1C(=O)N1CCc2ccccc2C1
3	-1	2	O=C1O[C@H]([C@@H](O)CO)C(O)=C1O
-3	1	-1	COCCCNC(=O)Cc1ccc(S(=O)(=O)N2CCOCC2)s1
4	-2	4	COc1cc(C(=O)OC(C)C(=O)Nc2ccc3c(c2)OCCO3)cc(OC)c1OC (stereo unspecified)
-1	0	0	CCc1ccc(Nc2n[n+](-c3ccccc3)c(-c3cccc(Cl)c3Cl)s2)cc1
-6	1	0	CC(C)(C)OC(=O)C[C@@H]1C/C=C\C[C@H](CC(=O)NCCO)C(=O)N[C@@H](c2ccccc2)COC1=O
-2	8	-4	CCc1ccc(C(=O)N2CCN(S(=O)(=O)c3sc(C(=O)O)c(C)c3C(=O)O)CC2)cc1
-4	19	-1	CC1(NC(=O)CCS(=O)(=O)c2ccc(Cl)cc2)CCS(=O)(=O)C1 (stereo unspecified)
-3	0	5	CCOC(=O)c1sc(NC(=O)CN2C(=O)C3CC=CCC3C2=O)nc1C (stereo unspecified)
0	2	-7	CCOC(=O)Cc1csc(SCC(=O)Nc2ccc3[nH]c(=O)[nH]c3c2)n1
3	0	-5	NS(=O)(=O)c1ccc(N2CCOCC2)c(C(=O)NCc2cccs2)c1
-9	0	-3	COc1ccc(Nc2nnc(SC(C)C(=O)NC3CC3)s2)cc1 (stereo unspecified)
7	1	-10	Cc1onc(-c2ccccc2Cl)c1C(=O)OCC(=O)N1CCCCC1
4	2	7	NC(N)=NCCCC(NC(=O)c1ccccc1)C(=O)Nc1ccc2ccccc2c1 (stereo unspecified)
-2	-4	7	O=C(Nc1ccc(F)cc1)c1ccc2c(c1)S(=O)(=O)N=C1CCCCCN12
-2	0	0	O=c1oc(C2(O)CCCCC2)cc2ccccc12

# Other records follow:
DYRK1A inh	GSK3 alpha inh	HDAC3 inhib	molecule
4	-2	-2	CNC(=S)Nc1ccc(N2CCCC2)c(S(=O)(=O)Nc2ccc(OC)cc2)c1
40	3	-1	O=C(O)CCn1cc(-c2ccc(F)cc2)nc1-c1ccncc1
4	-3	0	COc1ccc(CC(=O)OCC(=O)NCc2ccc(C)cc2)cc1OC
7	0	6	CN(Cc1cccs1)C(=O)c1cc(S(=O)(=O)N2CCOCC2)ccc1F
1	-1	5	O=C(NNC(=O)c1ccccc1-n1cccc1)c1cncc(Br)c1
6	1	12	O=C1C=C(c2ccccc2Oc2ccccc2)C[C@@H](c2ccc3c(c2)OCO3)C1
-5	0	-2	C1=C(c2sc3ccccc3c2-c2ccc(OCCN3CCOCC3)cc2)CCCC1
3	2	-4	C[C@H](CO)N1C[C@H](C)[C@@H](CN(C)S(=O)(=O)c2ccccc2)Oc2c(NC(=O)Cc3ccccc3)cccc2C1=O
-6	-4	5	CN(CC(=O)Nc1ccccc1Cl)CC(=O)N1CCc2ccccc21
0	-1	1	O=C(Nc1ccc(SC(F)F)cc1)C1=CC=CN2CCS(=O)(=O)N=C12
7	4	2	N#CC1(NC(=O)CN2C(=O)NC3(CCCCCC3)C2=O)CCCCC1
0	2	0	Cc1cc(NC(=O)CSCC(=O)N2CCN(c3cccc(C)c3C)CC2)no1
-1	2	4	COc1ccc(S(=O)(=O)N2CCc3ccccc32)cc1C(=O)NC1(C)CCS(=O)(=O)C1 (stereo unspecified)
1	-1	-7	COc1ccc2c(CC(=O)NNC(=O)c3ccc(O)cc3)coc2c1
4	0	-7	N#Cc1cc([N+](=O)[O-])ccc1NC(=O)COC(=O)CN1C(=O)C2CCCCC2C1=O (stereo unspecified)
3	-2	2	COCCN(CC(=O)Nc1cccc(C)c1C)C(=O)c1cc(-c2ccncc2)nc2ccccc12
0	4	4	CCc1noc(C)c1C(=O)OC(C)C(=O)Nc1ccc(Cl)cn1 (stereo unspecified)
8	-8	1	Cc1cccc(OCC(=O)NNC(=O)c2ccccc2OCc2c(C)noc2C)c1
4	-2	2	CCCNC(=O)C(Cc1ccc(C(F)(F)P(=O)(OCC)OCC)cc1)NC(=O)c1ccc(C#N)cc1 (stereo unspecified)
3	0	11	CCN(CC(=O)Nc1ccc(NC(C)=O)cc1)C(=O)COc1ccccc1-c1ccccc1
-5	-3	1	S=C(NCc1ccccc1)N1CCN(C(=S)NCc2ccccc2)CC1
-3	-4	0	Cc1cccc(C(C)C)c1NC(=O)CSc1cccc[n+]1[O-]
3	0	5	Cc1cccc(CCN2C(Nc3ccccc3)=NC[C@@H]2C)c1
-4	-1	-4	CC(C)NC(=O)Nc1cccc2c1O[C@H](CN(C)C(=O)NC(C)C)[C@@H](C)CN([C@H](C)CO)C2=O
-1	-5	-1	CC(N=C1NS(=O)(=O)c2ccccc21)C(=O)Nc1ccc(F)cc1Cl (stereo unspecified)
5	-4	-2	CC(Sc1ncn[nH]1)C(=O)c1c(N)n(C)c(=O)n(C)c1=O (stereo unspecified)
-1	-1	7	CCS(=O)(=O)Nc1ccc(C2=NN(C(=O)c3ccco3)C(c3ccc(Cl)o3)C2)cc1 (stereo unspecified)
-1	-5	4	CS(=O)(=O)Cc1ccc(C(=O)NNC(=O)c2cc(-c3ccccc3)n[nH]2)cc1
2	2	0	CC(=O)Nc1ccc(C(=O)OCC(=O)NCc2ccc3c(c2)OCO3)cc1
2	-1	0	COc1ccc(C(=O)OC(C)C(=O)NCC2CCCCC2)cc1S(=O)(=O)N1CCOCC1 (stereo unspecified)
-3	-4	1	CCc1nnc(NC(=O)CN2C(=O)NC3(CCCC3)C2=O)s1
-17	-2	0	O=C(OCCc1cc2ccccc2c(=O)o1)N1CCOCC1
1	-6	-1	COc1ccc(C(=O)CN(CCC(=O)O)S(=O)(=O)c2ccc([N+](=O)[O-])cc2)cc1
6	3	0	Cc1nnc2ccc(-c3ccc(NS(=O)(=O)c4ccc(Cl)s4)cc3)nn12
5	2	-5	Cc1cccc(NC(=O)c2nc[nH]c2C(=O)NCCCCCNC(=O)OC(C)(C)C)c1
-6	0	-3	Cc1ccc(S(=O)(=O)N(C)C[C@@H]2Oc3c(NS(C)(=O)=O)cccc3C(=O)N([C@H](C)CO)C[C@@H]2C)cc1
-4	-8	5	CCOc1ccc(CCNC(=O)CSCC(=O)Nc2ccc(OC)cc2)cc1OCC
2	-1	-2	CCCCn1c(N)c(N(CC)C(=O)C2CCC2)c(=O)[nH]c1=O
4	-4	-4	CCn1nc(C(=O)Nc2ccc(N3CCOCC3)cc2)c2ccccc2c1=O
-3	-4	-10	Nc1ccc(C(=O)NCC(=O)O)cc1
68*	2	-14	COc1ccc2cc(-c3cccnc3)ncc2c1
-2	0	7	O=S(=O)(Nc1cccc(S(=O)(=O)N2CCCCC2)c1)c1ccccc1F
10	-1	-1	Cc1noc(C)c1NC(=O)N(C)C[C@H]1Oc2c(NC(=O)Cc3ccccc3)cccc2C(=O)N([C@H](C)CO)C[C@@H]1C
-2	2	-2	COc1ccc2c3n([n+]([O-])c2c1)CCN=C3c1ccc(C)cc1
2	0	9	C=CCN(C(=O)OC(C)(C)C)S(=O)(=O)NCc1ccccc1
0	0	-1	O=C1CCCN1CCCNS(=O)(=O)c1cccs1
-1	3	8	O=C(COC(=O)CSc1ccccc1)Nc1ccc(F)cc1F
-3	-7	7	CC(C(=O)N1CCc2ccccc21)N(C)CC(=O)Nc1cccc(F)c1 (stereo unspecified)
3	2	2	CN(C)C1=NC[C@H](Cc2ccccc2)N1CCC1CCCC1
2	-1	3	Cn1nc(C(=O)OCC(=O)NCc2ccc(Cl)cc2)c2ccccc2c1=O
0	1	4	CCN(CC)C(=O)c1[nH]cnc1C(=O)Nc1ccccc1
6	0	-2	CCOc1ccc(Br)cc1C1=CC(=O)C[C@H](c2ccc(OC)cc2)C1
-1	1	-2	NC(=O)c1ccc(N2CCN(S(=O)(=O)c3cccs3)CC2)c([N+](=O)[O-])c1

# Part of the list above, with values under each structure.
# Values run as follows: DYRK1A inh	GSK3 alpha inh	HDAC3 inhib
CCc1nnc(NC(=O)CN2C(=O)NC3(CCCC3)C2=O)s1
 : -3	-4	1
O=C(OCCc1cc2ccccc2c(=O)o1)N1CCOCC1
 : -17	-2	0
COc1ccc(C(=O)CN(CCC(=O)O)S(=O)(=O)c2ccc([N+](=O)[O-])cc2)cc1
 : 1	-6	-1
Cc1nnc2ccc(-c3ccc(NS(=O)(=O)c4ccc(Cl)s4)cc3)nn12
 : 6	3	0
Cc1cccc(NC(=O)c2nc[nH]c2C(=O)NCCCCCNC(=O)OC(C)(C)C)c1
 : 5	2	-5
Cc1ccc(S(=O)(=O)N(C)C[C@@H]2Oc3c(NS(C)(=O)=O)cccc3C(=O)N([C@H](C)CO)C[C@@H]2C)cc1
 : -6	0	-3
CCOc1ccc(CCNC(=O)CSCC(=O)Nc2ccc(OC)cc2)cc1OCC
 : -4	-8	5
CCCCn1c(N)c(N(CC)C(=O)C2CCC2)c(=O)[nH]c1=O
 : 2	-1	-2
CCn1nc(C(=O)Nc2ccc(N3CCOCC3)cc2)c2ccccc2c1=O
 : 4	-4	-4
Nc1ccc(C(=O)NCC(=O)O)cc1
 : -3	-4	-10
COc1ccc2cc(-c3cccnc3)ncc2c1
 : 68*	2	-14
O=S(=O)(Nc1cccc(S(=O)(=O)N2CCCCC2)c1)c1ccccc1F
 : -2	0	7
Cc1noc(C)c1NC(=O)N(C)C[C@H]1Oc2c(NC(=O)Cc3ccccc3)cccc2C(=O)N([C@H](C)CO)C[C@@H]1C
 : 10	-1	-1
COc1ccc2c3n([n+]([O-])c2c1)CCN=C3c1ccc(C)cc1
 : -2	2	-2
C=CCN(C(=O)OC(C)(C)C)S(=O)(=O)NCc1ccccc1
 : 2	0	9
O=C1CCCN1CCCNS(=O)(=O)c1cccs1
 : 0	0	-1

# Screening results (PubChem)
